Compound activity from PubChem BioAssay.
TRHR ag = qHTS for Small Molecule Agonists and Allosteric Enhancers of Human TRH Receptor: Primary Screen for Agonists; Thyrotropin-releasing hormone receptor (Homo sapiens), P34981; TRHR cells, calcium flux fluo-8, FDSS agonist mode; activation, % at 2 µM; 0.18% of 360,000 active; AID 493084, 2011; in the data active means activation above about 30%; further: 0% is about no effect
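TRHR-expressing cells, plated overnight in medium with 10% serum, were loaded with fluo-8 calcium dye at room temperature. After a 10 s baseline, library compound was pin-added and calcium release was recorded kinetically (ex 480/em 530) as agonist response.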
TrxR1 inh = qHTS Assay for Inhibitors of Mammalian Selenoprotein Thioredoxin Reductase 1 (TrxR1): qHTS. Thioredoxin reductase 1, cytoplasmic (Rattus norvegicus), O89049. recombinant rTrxR1, NADPH fluorescence consumption, selenite substrate. Potency, µM (series often up to 114 µM), without a hit: at the highest dose activity change, negative = inhibition, actives largely listed as inhibitors. 1% of 390,000 active; further: potency means the concentration at half of the fitted maximal effect; on the % scale 0 is the no-effect control and ±100 the full control effect; nearly all actives have a fitted effect of over 65% in size
Target sequence (O89049 whole entry, looked up): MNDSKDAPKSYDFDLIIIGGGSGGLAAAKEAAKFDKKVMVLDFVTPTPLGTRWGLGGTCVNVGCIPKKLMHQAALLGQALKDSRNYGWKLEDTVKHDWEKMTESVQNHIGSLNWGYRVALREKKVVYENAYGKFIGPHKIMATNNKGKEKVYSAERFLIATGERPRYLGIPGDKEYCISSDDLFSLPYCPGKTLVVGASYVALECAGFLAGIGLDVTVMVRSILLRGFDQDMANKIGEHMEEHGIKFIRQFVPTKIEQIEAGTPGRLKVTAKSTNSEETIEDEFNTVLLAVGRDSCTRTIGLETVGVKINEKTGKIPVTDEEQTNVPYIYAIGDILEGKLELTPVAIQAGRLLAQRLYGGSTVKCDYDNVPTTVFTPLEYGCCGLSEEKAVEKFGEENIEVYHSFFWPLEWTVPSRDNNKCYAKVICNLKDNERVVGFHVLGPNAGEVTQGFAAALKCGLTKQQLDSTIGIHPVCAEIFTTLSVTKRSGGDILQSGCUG
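Rat TrxR1 (90 nM in the dispensed reagent) was pre-reduced with 400 uM NADPH for 5 min at room temperature, then incubated with compound for 15 min. After 400 uM selenite was added, NADPH fluorescence (Ex 340/Em 450 nm) was followed for 8 min.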
TRHR PAM = qHTS for Small Molecule Agonists and Allosteric Enhancers of Human TRH Receptor: Primary Screen for Enhancers; Thyrotropin-releasing hormone receptor (Homo sapiens), P34981; TRHR cells, fluo-8 calcium fluorescence, EC20 TRH enhancement; enhancement, % at 2 µM; 0.66% of 360,000 active; AID 493056, 2011; in the data active means enhancement above about 30%; further: 0% is about no effect
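Enhancer read-out: after compound pinning and an initial kinetic agonist-mode read, an EC20 of TRH (10 nM final) was injected and fluo-8 calcium signal (Ex 480/Em 530) followed at 1 s/cycle for 100 cycles in TRHR-expressing cells.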
USP1 inh = Inhibitors of USP1/UAF1: Primary Screen; Ubiquitin carboxyl-terminal hydrolase 1 (Homo sapiens), O94782; recombinant USP1/UAF1, Ub-Rhodamine cleavage fluorescence; Potency, µM (titrated, usually from 57.1 µM), inactives show top-dose activity change, negative = inhibition, usual class: inhibitors; 0.23% of 390,000 active; AID 743255, 2014; further: potency means the concentration at half of the fitted maximal effect; on the % scale 0 is the no-effect control and ±100 the full control effect; nearly all actives have a fitted effect of over 60% in size; inactives centre near -12
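1 nM enzyme complex + cpd, 15 min RT; start with Ub-Rho 150nM final; kinetic fluorescence ex 480/em 540, 6 reads q60 s. Buffer 50mM HEPES pH 7.8, 0.5mM EDTA, 0.1 mg/ml BSA, 1mM TCEP, 0.01% Tween-20.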
TrxR1 substrate = qHTS Assay for Substrates of Mammalian Selenoprotein Thioredoxin Reductase 1 (TrxR1): qHTS; Potency, µM (top dose mostly 114 µM), without a hit: top-dose activity change, negative = substrate turnover; 0.01% of 390,000 active; purified TrxR1 substrate turnover, NADPH consumption readout; Thioredoxin reductase 1, cytoplasmic (Rattus norvegicus), O89049; further: potency means the concentration at half of the fitted maximal effect; on the % scale 0 is the no-effect control and ±100 the full control effect; nearly all actives have a fitted effect of over 50% in size
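Rat TrxR1, dispensed at 90 nM, was prereduced with 400 uM NADPH (final) for 5 min at ~22 deg C, then incubated with compound 15 min before 400 uM selenite. A first-read NADPH fluorescence drop versus no-compound background flagged substrates.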
Pin1 inhibitor = qHTS Assay to Find Inhibitors of Pin1. Pin1 FP peptide displacement, HiFluor488, 10 min. Peptidyl-prolyl cis-trans isomerase NIMA-interacting 1 (Homo sapiens), Q13526. 0.009% of 390,000 active. Potency, µM (doses to about 115 µM), for the others: top-dose activity, negative = inhibition, actives largely listed as inhibitors. AID 504891, 2011; active means well fitted inhibition curve with a large enough effect in the polarisation, with a control signal flat, not every such curve was filed as active; inconclusive means small, poorly fitted or top-dose-only effect, or effect the other way, or a change in a side signal; inactive means no such curve, though single readings can be large or run the other way; the % refers to the polarisation; further: potency means the concentration at half of the fitted maximal effect; on the % scale 0 is the no-effect control and ±100 the full control effect
Target sequence (Q13526 whole entry, looked up): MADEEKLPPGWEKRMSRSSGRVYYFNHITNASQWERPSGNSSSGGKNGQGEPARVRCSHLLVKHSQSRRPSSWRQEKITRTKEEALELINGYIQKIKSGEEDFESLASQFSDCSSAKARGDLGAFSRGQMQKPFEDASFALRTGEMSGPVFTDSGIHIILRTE
D2 ag = HTS Assay for Allosteric Agonists of the Human D2 Dopamine Receptor: Primary Screen for Agonists | activation, % at 2 µM | AID 485358, 2010 | D(2) dopamine receptor (Homo sapiens), P14416 | HEK293 T-REx D2 cells, calcium flux agonist mode | 0.53% of 340,000 active;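 active means activation over 3 SD above normal in the single-dose calcium agonist read, cut at about 30% in these data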; further: 0% is about no effect
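Agonism is scored from calcium flux in a force-coupled, inducible HEK293 cell line expressing D2, read kinetically for 180 s after compound addition against dopamine controls.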
D2 antag = HTS Assay for Allosteric Antagonists of the Human D2 Dopamine Receptor: Primary Screen for Antagonists; D(2) dopamine receptor (Homo sapiens), P14416; HEK293 TREx D2 cells, calcium flux, dopamine EC80; inhibition, % at 10 µM; 2% of 340,000 active; AID 485344, 2010; in the data active means inhibition above about 30%; further: 0% is about no effect
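Calcium flux kinetic readout in an inducible HEK293 TREx D2 line plated overnight at 30 C. After 180 s compound exposure, an EC80 dopamine challenge follows with another 180 s kinetic read to detect antagonism.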
IDH1 R132H inh = qHTS for Inhibitors of mutant isocitrate dehydrogenase 1 (IDH1): qHTS; IDH1-R132H enzyme, NADPH consumption, diaphorase/resazurin fluorescence; Potency, µM (doses to about 76.6 µM), for the others: at the highest dose activity change, negative = inhibition, hits mostly inhibitors; 0.093% of 390,000 active; AID 602179, 2012; further: potency means the concentration at half of the fitted maximal effect; on the % scale 0 is the no-effect control and ±100 the full control effect; nearly all actives have a fitted effect of over 65% in size
Target sequence (O75874 whole entry R132H, stated change not applied): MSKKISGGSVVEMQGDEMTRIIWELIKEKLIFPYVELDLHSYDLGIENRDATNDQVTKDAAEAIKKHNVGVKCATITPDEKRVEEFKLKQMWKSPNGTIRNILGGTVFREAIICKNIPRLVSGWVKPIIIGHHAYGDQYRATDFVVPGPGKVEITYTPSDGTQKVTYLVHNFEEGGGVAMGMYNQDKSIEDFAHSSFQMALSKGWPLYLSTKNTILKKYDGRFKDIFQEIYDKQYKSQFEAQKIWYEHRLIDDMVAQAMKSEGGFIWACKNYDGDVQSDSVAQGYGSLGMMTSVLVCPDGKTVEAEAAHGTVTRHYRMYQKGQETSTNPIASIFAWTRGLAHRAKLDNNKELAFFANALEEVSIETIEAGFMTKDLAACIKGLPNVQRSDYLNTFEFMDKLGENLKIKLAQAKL
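IDH1-R132H (0.5 ug/mL dispensed) in pH 7.5 Tris buffer was preincubated 30 min with compound, then given a substrate mix of 0.016 mM NADPH and 2 mM alpha-KG for 80 min at room temperature; remaining NADPH was read by diaphorase/resazurin fluorescence.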
* marks the source's active call; other numbers are inactive results; ? = inconclusive; · = no result given; [ ] = dose if it differs, or a comment. Unless noted, the call rests on the fitted dose curve; in most records, active means well fitted inhibition curve with a large enough effect; inconclusive means small, poorly fitted or top-dose-only effect; inactive means no such curve, though single readings can be large or run the other way. The list is partial; rates above refer to the full screens.

Values run as follows: TRHR ag, TrxR1 inh, TRHR PAM, USP1 inh, TrxR1 substrate, Pin1 inhibitor, D2 ag, D2 antag, IDH1 R132H inh
1) Cc1ccc(S(=O)(=O)N2CCCOC2CNC(=O)C(=O)NCCC2=CCCCC2)cc1 (centres undefined)
  -1.3, 2.2%, -1.2, -6.1%, -9.6%, 8.3%, -1.1, 4.0, 1.2%
2) CCCCn1c(SCC(=O)c2c(N)n(C3CC3)c(=O)[nH]c2=O)nc2cc(S(N)(=O)=O)ccc21
  0.1, 2.4%, 3.8, -11.5%, -3.0%, 3.6%, 0.7, -2.6, -11.8%
3) O=C(CSc1ccc2ccccc2n1)N/N=C/c1ccccc1O
  0.0, 4.3%, 2.9, -3.8%, -6.0%, -0.6%, 0.6, -22.6, 11.7%
4) O=C(NCCc1ccc(Cl)cc1)c1ccc2nc(CCc3ccccc3)oc2c1
  -0.2, 29.4%[57.1 µM], -1.7, -19.8%, 2.6%[57.1 µM], 0.7%, 0.4, ·, -6.3%
5) CCCCn1c(N)c(N(CC)C(=O)c2ccc(Cl)c([N+](=O)[O-])c2)c(=O)[nH]c1=O
  -2.0, 11.3%[57.1 µM], 1.1, -15.6%, 4.9%[57.1 µM], -2.7%, -0.5, 1.3, -5.5%
6) Cc1ccc(-c2nnn(CC(=O)Nc3cccc4c3CCCC4)n2)o1
  0.4, 1.6%, -4.3, -3.9%, 0.8%, 10.6%, -0.7, -19.9, 1.3%
7) Clc1cccc(Nc2ncnc3c2nc2n3CCCCC2)c1
  -0.7, 5.7%, -1.1, -16.6%, -3.3%, 6.4%, -0.1, ·, -17.9%
8) Cc1cc(/N=C/N(C)C)on1
  0.2, 0.9%[57.1 µM], -2.2, -18.8%, 1.5%[57.1 µM], -3.9%, 1.1, -20.4, -6.1%
9) CCOC(=O)c1c(NC(=O)COC)sc2c1CCCC2
  -0.8, -3.7%, -1.1, -13.0%, -6.2%, -1.1%, 0.0, 20.6, 0.1%
10) CCOc1ccc(C(=O)OCC(=O)c2c(N)n(C)c(=O)n(C)c2=O)cc1OCC
  1.6, 31.6%, 0.9, -8.6%, 7.8%, -5.9%, 0.5, 5.9, -5.7%
11) Cc1ccnc(SCC(=O)Nc2c(C)n(C)n(-c3ccccc3)c2=O)n1
  0.9, 19.5%, 2.1, -16.5%, -1.1%, 1.8%, -0.1, -15.4, 2.5%
12) c1ccc(Cc2nnc3n2CCCCC3)cc1
  0.8, -2.2%[2.29 µM], -2.6, -12.9%, -5.4%, 5.4%, 0.0, -7.4, 5.1%
13) CCOc1ccc(N(C(C)C(=O)Nc2ccc(OC)cc2)S(C)(=O)=O)cc1 (centres undefined)
  0.1, 23.9%, 2.4, -4.2%, 8.3%, 4.3%, -0.3, 2.7, -0.3%
14) COc1cc(OC)cc(C(=O)NCC(=O)OC2CCCCC2=O)c1 (centres undefined)
  0.5, 16.9%, -0.7, -20.9%, 4.3%, -3.1%, 0.2, 0.5, 13.3%
15) Cc1ccc(OCC(=O)NN2C(=O)c3ccccc3C2=O)c(C)c1
  -0.6, -4.1%, 5.6, 0.2%, -7.4%, 5.1%, -2.2, -19.3, 8.9%
16) O=C(COC(=O)c1ccc([N+](=O)[O-])s1)NNC(=O)c1ccccc1
  ·, -15.8%, ·, ?, -9.1%, ?, ·, ·, -1.9%
17) COc1ccc(-n2cnc3c(N)nc(N)nc32)cc1
  ·, 13.6%[57.1 µM], ·, -16.7%, 8.8%[57.1 µM], -3.3%, ·, ·, 2.8%
18) O=C(COC(=O)/C=C/c1cccc(Br)c1)NCCC1=CCCCC1
  -0.1, 4.2%, -0.1, -15.3%, -2.7%, 4.8%, ·, ·, 3.0%
19) CN1CCN(c2nc3c(c(=O)[nH]c(=O)n3C)n2CCSc2ncccn2)CC1
  0.6, ·, -5.8, ·, ·, ·, 0.8, -3.4, ·
20) O=C(Cn1cccc1)Nc1ccc(OC(F)(F)F)cc1
  1.0, -10.3%, -1.8, -10.3%, 1.5%, -3.2%, 0.2, 1.4, 13.7%
21) COc1ccc(Cl)cc1NC(=O)NCc1noc2ccccc12
  0.3, 17.9%, -7.1, -2.0%, 2.8%, 24.8%, ·, ·, 5.8%
22) O=C1NC2(Nc3ccccc31)C(=O)Nc1ccc(Br)cc12 (centres undefined)
  0.8, 14.6%[57.1 µM], 2.0, -7.6%, 10.4%, 0.3%, -1.1, 1.1, 5.6%
23) CC(=O)N1CCc2cc(S(=O)(=O)CCC(=O)N3CCc4ccccc4C3)ccc21
  -1.2, -3.1%, -0.9, -10.2%, -0.1%, -3.5%, -2.0, -14.6, -6.1%
24) O=C(CSc1nnc(-c2ccncc2)n1CCc1ccccc1)NCc1ccccc1
  0.0, -1.8%, 1.8, 1.5%, 2.8%, -3.7%, -0.6, -11.4, 4.1%
25) O=C(NN=Cc1ccc([N+](=O)[O-])cc1)C1CC1
  ·, 3.4%[57.1 µM], ·, -8.4%, -1.8%[57.1 µM], -2.1%, ·, ·, 6.8%
26) CC(C(=O)N1c2ccccc2Sc2ccccc21)n1nnc(-c2cccs2)n1 (centres undefined)
  1.0, 19.1%, -6.9, -2.9%, 9.5%, -1.3%, 1.0, 6.4, -1.4%
27) C/C(=N\NC(=O)CNc1ccccc1)c1ccccc1
  -0.2, 10.6%, -6.0, -6.2%, -0.6%, 0.7%, 0.2, 12.9, 1.1%
28) O=C1NC(=O)/C(=C\c2ccccc2Oc2ccc(F)c(F)c2)S1
  0.0, 29.2%[57.1 µM], -2.0, -10.2%, 6.4%[57.1 µM], 0.7%, -0.3, 13.2, -5.7%
29) CC(NCc1ccccc1OC1CCCC1)c1ccccc1 (centres undefined)
  0.0, 0.4%, 1.0, -5.1%, -3.8%, -2.0%, -0.2, -1.6, 5.8%
30) Cc1ccc(NC(=O)CN(C)C(=O)C(Sc2ccccc2)c2ccccc2)cc1 (centres undefined)
  0.3, 8.3%, 4.3, -16.0%, -11.4%, 3.3%, 0.2, -7.7, 9.0%

3 entries from above, ordered by the number in TrxR1 inh, ascending:
#	SMILES	TRHR ag	TrxR1 inh	TRHR PAM	USP1 inh	TrxR1 substrate	Pin1 inhibitor	D2 antag	IDH1 R132H inh
9	CCOC(=O)c1c(NC(=O)COC)sc2c1CCCC2	-0.8	-3.7%	-1.1	-13.0%	-6.2%	-1.1%	20.6	0.1%
2	CCCCn1c(SCC(=O)c2c(N)n(C3CC3)c(=O)[nH]c2=O)nc2cc(S(N)(=O)=O)ccc21	0.1	2.4%	3.8	-11.5%	-3.0%	3.6%	-2.6	-11.8%
21	COc1ccc(Cl)cc1NC(=O)NCc1noc2ccccc12	0.3	17.9%	-7.1	-2.0%	2.8%	24.8%	·	5.8%

Continued.
Values run as follows: TRHR ag, TrxR1 inh, TRHR PAM, USP1 inh, TrxR1 substrate, Pin1 inhibitor, D2 ag, D2 antag, IDH1 R132H inh
31) CS(=O)(=O)C1=NN2C(=N)/C(=C\c3ccc(OCCOc4ccccc4)cc3)C(=O)N=C2S1
  0.3, -1.2%, -2.5, -19.6%, 3.4%, ?, -0.3, -3.6, -5.9%
32) O=S(=O)(NC1CCCC1)c1cccc(-c2nnc(-c3ccccc3)o2)c1
  -1.7, 8.3%, 13.1, -10.1%, -3.6%, 3.9%, -1.6, -15.4, -8.0%
33) O=C(CN1CCN(C/C=C/c2ccccc2)CC1)Nc1cc([N+](=O)[O-])ccc1Cl
  0.7, -6.0%, 4.7, -17.2%, -7.0%, -0.9%, -0.3, -6.1, 4.8%
34) COc1ccc(CNC(=O)CSc2nnc3c(n2)[nH]c2ccccc23)cc1
  0.7, 17.7%[57.1 µM], -0.7, -8.5%, 11.1%[0.0914 µM], 4.9%, 0.7, -8.4, 9.4%
35) CC(=O)c1ccc(NC(=O)CCc2c(C)nc3ncnn3c2C)cc1
  0.3, -15.6%, -4.5, -16.9%, -10.7%, 0.4%, 0.0, -2.3, -7.9%
36) CCCCC(=O)Nc1nn(CC(C)C)c2nc3ccccc3cc12
  -0.1, 14.2%, 4.5, -10.5%, 26.8%, ?, -0.4, -4.9, 0.8%
37) Clc1nc2sccn2c1/C=N/n1cnc2ccccc21
  0.0, 30.2%, 0.0, -1.3%, 34.0%[activator], -9.7%, 3.1, 1.7, 1.8%
38) CC(Cc1cccs1)NC(=O)Nc1ccc(F)cc1 (centres undefined)
  -0.7, 7.6%, 0.7, 3.1%, 0.1%, -6.8%, 0.7, -18.2, 6.5%
39) O=C(CN1C(=O)NC2(CCCCC2)C1=O)N1CCc2ccccc2C1
  0.0, 21.9%, 2.3, -24.4%, 4.8%, -1.0%, 0.0, -1.6, 6.5%
40) COc1ccc(C2CC(c3ccccc3)=NN2C(=O)COC(=O)c2cccc(O)c2)cc1 (centres undefined)
  ·, 13.9%, ·, ?, 1.3%, 10.9%, ·, ·, -8.1%
41) CC(C)(C)CC(=O)Nc1nnc(C(F)(F)F)s1
  1.7, -7.0%, 0.1, 0.9%, -11.3%, 12.1%, 2.3, -15.6, 16.8%
